Screening data deposited in PubChem by National Center for Advancing Translational Sciences (NCATS).
LMNA splice mod = changes lamin A minigene splicing in HeLa cells. actives 0.01% (n = 200,000). AID 1487. Potency, µM (doses to about 46.1 µM), inactives show at the highest dose ratio change, negative = inhibition, usual class: inhibitors. HeLa LMNA splicing GFP/RFP minigene ratio, 48 h; active = well fitted inhibition curve with a large enough effect in the signal ratio, with a control signal flat, not every such curve was filed as active; inconclusive = small, poorly fitted or top-dose-only effect, or effect the other way, or a change in a side signal; the % refers to the signal ratio; also: potency is read from the fitted curve at half-maximal effect; % is scaled to controls: 0 for no effect and ±100 for the full control effect
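S3 HeLa cells stably expressing lamin A-EGFP splicing minigene plus DsRed2, 600 cells/well, 48 h compound exposure at 37C. Laser-scanning cytometry; analysed as GFP (500-530 nm)/RFP (575-640 nm) total intensity ratio; 0.5% DMSO vehicle.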
HTT cytoprotect = protects HTT-Q103 PC12 cells, measured by ATP; PC12 HTT-Q103 induced, cytoprotection, ATP luminescence, 40 h; Potency, µM (doses to about 56.4 µM), inactives show cytoprotection (ATP increase), hits mostly activators; actives 0.14% (n = 230,000); AID 1471;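 also: potency is read from the fitted curve at half-maximal effect; % of control where 0% means no effect; nearly all actives have a fitted effect of over 45% in size; toxic huntingtin expression switched on by the ecdysone agonist tebufenozide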
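ATP quantification (ATPlite) reports survival of PC12 cells in which tebufenozide, 100 nM final, switches on Htt exon 1 with 103 glutamines linked to GFP; compounds are titrated.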
KinaseGlo FLuc = Kinase-Glo luciferase inhibition (counter-screen); Kinase-Glo luciferase, ATP luminescence, 8 min; Potency, µM (doses to about 38.3 µM), for the others: at the highest dose activity change, negative = inhibition, most hits filed as inhibitors; actives 0.28% (n = 200,000); AID 1379; also: potency is read from the fitted curve at half-maximal effect; % is scaled to controls: 0 for no effect and ±100 for the full control effect; nearly all actives have a fitted effect of over 60% in size
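Compounds were added to a substrate mix at pH 7.2 (50 mM imidazole, 10 uM ATP, within the enzyme's linear range), followed by Kinase-Glo detection reagent; luminescence was measured after 8 minutes at ambient temperature.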
HTT aggregate = reduces HttQ103-GFP aggregates in PC12 cells. Potency, µM (highest dose often 46.1 µM), for inactives: top-dose activity change, negative = inhibition, actives largely listed as inhibitors. AID 1688. actives 1.1% (n = 220,000). PC12 HttQ103-GFP aggregates, Acumen cytometry, 40 h; also: potency is read from the fitted curve at half-maximal effect; % is scaled to controls: 0 for no effect and ±100 for the full control effect; nearly all actives have a fitted effect of over 60% in size
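PC12 cells with ecdysone-inducible HTT exon1 Q103-GFP, induced by 100 nM tebufenozide, given compounds in a concentration series. GFP aggregates (1–25 um, 6 SD above background) counted in lysates by laser-scanning cytometry, 488 nm excitation.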
SMN2 splice enh = enhancers of SMN2 splice variant expression; Potency, µM (highest dose often 46.1 µM), for inactives: at the top dose activity change, positive = activation, actives largely listed as activators; AID 1458; HEK293 SMN2-luciferase splicing reporter, luminescence, 30-36 h; actives 2.8% (n = 210,000); also: potency is read from the fitted curve at half-maximal effect; % of control where 0% means no effect; nearly all actives have a fitted effect of over 55% in size
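HEK293 cells carry an SMN2 […]–luciferase reporter in which exon 7 inclusion puts luciferase in frame. Cells were plated 10-12 h before compound addition, then incubated 30-36 h at 37C. ONE-Glo luminescence was read; sodium butyrate at 4.5 mM final served as control.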
IMPase Li cell = IMPase inhibition in cells with lithium potentiation; CHO-M1 cells, IP1 TR-FRET (IP-One), carbachol + lithium; Potency, µM (series often up to 59.4 µM), without a hit: top-dose activity, negative = IMPase inhibition, most hits filed as inhibitors; actives 0.35% (n = 210,000); AID 1457;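 also: IP1 builds up when IMPase is blocked and the TR-FRET signal falls; potency is read from the fitted curve at half-maximal effect; plate controls were basal vehicle for no effect and high inhibitor control for full effect; nearly all actives have a fitted effect of over 50% in size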
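CHO cells stably expressing M1 receptor (2000/well, cultured 16–30 h) treated 30 min at 37C with compound plus low lithium. Cytosolic IP1 by TR-FRET (665/620 ratio and 620 channel) after 10 min lysis; AC50 by Hill fit.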
CBFb RUNX1 block = inhibitors of human CBF-beta and RUNX1 interaction | 230,000 tested, under 10 active | AlphaScreen CBFb-His/RUNX1-biotin binding, biochemical | Potency, µM (doses to about 59.8 µM), inactives show top-dose activity, negative = inhibition, actives largely listed as inhibitors | Q01196+Q13951; also: % of control where 0% means no effect
Target sequence (Q01196 whole entry, looked up): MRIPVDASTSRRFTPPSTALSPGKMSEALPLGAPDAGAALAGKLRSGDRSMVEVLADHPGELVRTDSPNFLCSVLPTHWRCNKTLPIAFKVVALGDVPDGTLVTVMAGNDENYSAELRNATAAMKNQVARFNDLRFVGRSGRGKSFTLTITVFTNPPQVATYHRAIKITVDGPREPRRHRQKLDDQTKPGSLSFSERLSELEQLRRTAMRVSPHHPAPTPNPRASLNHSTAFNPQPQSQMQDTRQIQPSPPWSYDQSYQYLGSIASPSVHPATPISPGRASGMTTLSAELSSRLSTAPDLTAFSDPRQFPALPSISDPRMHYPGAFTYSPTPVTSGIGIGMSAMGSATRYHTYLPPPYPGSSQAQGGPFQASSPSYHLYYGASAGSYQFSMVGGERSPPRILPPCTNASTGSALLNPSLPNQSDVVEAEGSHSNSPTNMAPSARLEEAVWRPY
Target sequence (Q13951 whole entry, looked up): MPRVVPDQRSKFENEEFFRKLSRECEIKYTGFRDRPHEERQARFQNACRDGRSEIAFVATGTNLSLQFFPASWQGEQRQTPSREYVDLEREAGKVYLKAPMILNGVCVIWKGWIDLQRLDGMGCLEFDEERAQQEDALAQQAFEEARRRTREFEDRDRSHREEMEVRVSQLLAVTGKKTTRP
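CBF-beta (His) and RUNX1 (biotin), 30 nM each; 20 min preassociation; + compound, 15 min; + beads 50 ng each (Ni, streptavidin), 90 min; RT; AlphaScreen read.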
Starred values were filed as active, the others as inactive; ? = inconclusive; nt = not tested or not shown; & = joins results of further samples; [ ] = dose if it differs, or a comment. Unless noted, calls follow the shape of the dose curve; as a rule, active = well fitted curve in the direction sought with a large enough effect; inconclusive = small, poorly fitted or top-dose-only effect, or another doubt; inactive = no such curve, though single readings can be large; an effect the other way counts as inactive or inconclusive.

1) CN(C)c1ncc2ncc(=O)n(CCc3ccccc3)c2n1
2) CC1=C(C)CS(=O)N(S(=O)(=O)c2ccccc2)C1 (configuration not stated)
3) Cc1ccc(/C=N/NC(=O)c2cccnc2)s1
4) CNc1ccccc1C(C)(C)c1cc(-c2cccc(OC)c2)no1
5) NC(=O)C1=NOC(CNc2ncc(C(F)(F)F)cc2Cl)C1 (configuration not stated)
6) COc1ccccc1/C=C(/NC(=O)c1ccc(Cl)cc1Cl)C(=O)O
7) COC(=O)c1cnn(-c2ccccc2)c1C(OC)OC
8) CC1(C)CC2CC(C)(CN2c2ncnc3ccc(Br)cc23)C1 (configuration not stated)

Screen / compound no.	1	2	3	4	5	6	7	8
LMNA splice mod	?	-16%	nt	?	0%	nt	nt	?
HTT cytoprotect	-147%[inhibitor]	?	-4%[10 µM]	-9%[10 µM]	-11%	-11%	13%[10 µM]	nt
KinaseGlo FLuc	nt	-1%	nt	3%	8%	4%	nt	-3%
HTT aggregate	nt	?	33%[9.22 µM]	?	19%[9.22 µM]	-11%[9.22 µM]	3%[9.22 µM]	-9%
SMN2 splice enh	nt	-16%	nt	-57%[inhibitor]	9%	-3%	nt	-55%[inhibitor]
IMPase Li cell	9%	17%[38.3 µM]	nt	27%	1%[38.3 µM]	-3%	nt	-14%
CBFb RUNX1 block	nt	5%	-1%	3%	9%	-2%	-14%	-9%

9) C=CCn1c(=O)c(C#N)cc2c(=O)n3ccccc3nc21
10) COc1ccc(-c2noc(-c3ccc(Cl)cc3[N+](=O)[O-])n2)cc1OC
11) O=C(CSc1nc2[nH]ncc2c(=O)[nH]1)N1CCCC1
12) COC(=O)c1c(NC(C)=O)sc2c1CCCC2
13) Cc1oc2cc(O)ccc2c(=O)c1N1C(=O)c2ccccc2C1=O
14) COc1ccc(-c2nnn(CC(=O)N3CCN(c4ccccc4OC)CC3)n2)cc1
15) CCOC(=O)c1ccc(NS(=O)(=O)c2cc(-c3nnnn3CC)ccc2OC)cc1
16) O=C(/C=C/c1cccc([N+](=O)[O-])c1)N(c1ccccn1)c1ccccn1

Screen / compound no.	9	10	11	12	13	14	15	16
LMNA splice mod	6%	-22%	-9%	2%	4%	-13%	-7%	nt
HTT cytoprotect	-59%[inhibitor][10 µM]	-9%[10 µM]	?	-19%[10 µM]	-35%	9%[10 µM]	-4%[10 µM]	-1%[10 µM]
KinaseGlo FLuc	2%	-2%	0%	0%	nt	-1%	-1%	nt
HTT aggregate	?	5%	-21%	4%	-2%	6%	8%	-18%[9.22 µM]
SMN2 splice enh	8%	25µM*	-8%	-2%	nt	-35%[inhibitor]	-2%	nt
IMPase Li cell	-20%[38.3 µM]	9%	-3%	-8%[38.3 µM]	nt	7%	-4%	nt
CBFb RUNX1 block	2%	-6%	0%	-5%	0%	6%	0%	3%

Arranged by the number under HTT aggregate (descending): 4 from the list above
| item | Molecule | LMNA splice mod | HTT aggregate | SMN2 splice enh | IMPase Li cell | CBFb RUNX1 block |
| --- | --- | --- | --- | --- | --- | --- |
| 10 | COc1ccc(-c2noc(-c3ccc(Cl)cc3[N+](=O)[O-])n2)cc1OC | -22% | 5% | 25µM* | 9% | -6% |
| 12 | COC(=O)c1c(NC(C)=O)sc2c1CCCC2 | 2% | 4% | -2% | -8%[38.3 µM] | -5% |
| 8 | CC1(C)CC2CC(C)(CN2c2ncnc3ccc(Br)cc23)C1 (configuration not stated) | ? | -9% | -55%[inhibitor] | -14% | -9% |
| 11 | O=C(CSc1nc2[nH]ncc2c(=O)[nH]1)N1CCCC1 | -9% | -21% | -8% | -3% | 0% |

(more compounds)
17) Cc1ccc(NC(=O)CSC2=C(C#N)C(c3ccco3)C3=C(CCCC3=O)N2)cc1 (configuration not stated)
18) CC1(C)NC(=O)N(CCCOc2ccc(Br)cc2Cl)C1=O
19) COc1ccc(-n2nc3cc(C)c(NC(=O)C(C)C)cc3n2)cc1
20) O=C1NN=C(c2ccccc2)CC1c1ccc(Cl)cc1Cl (configuration not stated)
21) CC(C)C(=O)Nc1nnc(CCN2CCCCC2)s1
22) CCOC(=O)c1cc(-c2ccc(C)cc2)n(CCC(=O)N2CCN(c3ccccn3)CC2)c1C
23) COc1ccc(CCNC(=O)CN(C)S(=O)(=O)c2ccc(Br)s2)cc1OC
24) NC(=O)CCC(NS(=O)(=O)c1ccc(Cl)cc1)C(=O)NCc1ccccc1 (configuration not stated)

Screen / compound no.	17	18	19	20	21	22	23	24
LMNA splice mod	?	-11%	-1%	nt	8%	?	-3%	-5%
HTT cytoprotect	-29%	-30%	-26%	?	-2%	19%[10 µM]	nt	24%[10 µM]
KinaseGlo FLuc	4%	0%	-2%	0%	2%	-1%	-1%	1%
HTT aggregate	?	-13%	-13%	?	2%	2%	-10%	-20%
SMN2 splice enh	-10%	?	2.8µM*	-9%	-46%[inhibitor]	-27%	-9%	25%
IMPase Li cell	19%[38.3 µM]	15%[38.3 µM]	0%[38.3 µM]	-4%	0%[38.3 µM]	11%	-1%	-5%
CBFb RUNX1 block	3%	0%	3%	9%	1%	5%	1%	3%

25) S=C(NCCN1CCOCC1)Nc1ccc(Cl)cc1Cl
26) Cc1cccc(NC(=S)NCC(C)CSc2ccc(Cl)cc2)c1 (configuration not stated)
27) COc1ccccc1C(=O)N(Cc1ccco1)C1CCS(=O)(=O)C1 (configuration not stated)
28) C=CCn1c(=O)c2c(nc(-c3ccc(S(=O)(=O)O)cc3)n2C)n(C)c1=O
29) C=CCn1c2ccccc2c2nnc(SCc3[nH]c(=O)[nH]c3C(=O)CCCCC(=O)OCC)nc21
30) CC(Sc1nc(-c2ccccc2)cc(C(F)(F)F)n1)C(=O)Nc1sc2c(c1C(N)=O)CCC2 (configuration not stated)
31) CNc1c([N+](=O)[O-])cnn1-c1ccc(Cl)cc1Cl
32) CC(C)(C)NC(=S)NNC(=O)c1ccc2ncccc2c1

Screen / compound no.	25	26	27	28	29	30	31	32
LMNA splice mod	0%	11%[9.22 µM]	4%	?	-24%	-10%	16%	nt
HTT cytoprotect	6%[10 µM]	-86%[inhibitor]	0%[0.074 µM]	-26%	24%[10 µM]	26%[10 µM]	3%	-11%[10 µM]
KinaseGlo FLuc	0%	1%	-2%	-5%	2%	-1%	-1%	1%
HTT aggregate	?	?	-4%	nt	-10%	-2%	4%	8%
SMN2 splice enh	1%	-56%[inhibitor]	9%	14%&-7%	7%[1.84 µM]	13%	9%	14µM*
IMPase Li cell	-7%	13%	13%[38.3 µM]	-15%&-15%	-1%	0%	11%[38.3 µM]	4%
CBFb RUNX1 block	0%	10%	-4%	-16%&29%	-6%	-8%	6%	-4%

33) CCCn1c(=O)c(C(=O)Nc2ccccc2C(=O)OC)c(O)c2ccccc21
34) Cc1cccc(-n2c(=S)[nH]c3sc4c(c3c2=O)CCc2ccccc2-4)c1
35) CC1=Nn2c(nnc2-c2cc(-c3ccccc3)n[nH]2)SC1
36) CC(C)(C)N1CSC(=S)N(Cc2ccccc2)C1
37) CN(C)/C=C(\C=N\OCc1ccc(Cl)cc1Cl)C(=O)Nc1ccc(Cl)c(Cl)c1
38) C[n+]1cccc(C(=O)[O-])c1
39) NC(N)=NCCCC(=O)O
40) O=C(NC(=S)NCCC1=CCCCC1)c1cccnc1

Screen / compound no.	33	34	35	36	37	38	39	40
LMNA splice mod	4%	nt	-11%	nt	?	-7%	nt	-5%[46 µM]
HTT cytoprotect	-36%[0.074 µM]	-18%	-24%[0.074 µM]	-12%	45%[10 µM]	nt	11%[10 µM]	1%[10 µM]
KinaseGlo FLuc	-3%	5%	2%	-3%	4%	0%	-2%[7.66 µM]	0%
HTT aggregate	-18%	-2%	8%	-23%	?	nt	nt	12%[9.22 µM]
SMN2 splice enh	-7%	-8%	1%	-15%	-4%	-8%	-8%[9.22 µM]	nt
IMPase Li cell	8%[38.3 µM]	-10%	-3%	-4%	0%	0%	-1%	5%
CBFb RUNX1 block	-2%	-3%	5%	-12%	19%	nt	nt	-5%

41) Cc1c(N=Cc2ccc(Cl)o2)c(=O)n(-c2ccccc2)n1C
42) CCOC(=O)c1sc(NC(=O)c2cccs2)nc1C
43) CCOC(=O)c1sc(N)c(C#N)c1COC(=O)CNC(=O)c1cc(OC)c(OC)c(OC)c1
44) O=C(CC(SCc1ccco1)c1ccc(O)cc1)c1cccs1 (configuration not stated)
45) COC(=O)C[C@H]1c2ccccc2C2=C(C[C@@H](C)[C@H]3C(=O)N(c4ccccc4)C(=O)[C@@H]23)N1C(=O)OC
46) CC1=NN(c2nc3ccccc3[nH]2)C(=O)/C1=C/N(C)C
47) Cc1nnc(SCc2ccccc2CSc2nnc(C)s2)s1
48) O=[N+]([O-])c1cc(Cl)c(O)c2ncccc12

Screen / compound no.	41	42	43	44	45	46	47	48
LMNA splice mod	-3%	-2%	12%	9%	-4%&3%[9.22 µM]	?	nt	?
HTT cytoprotect	-18%	-20%	-10%	-9%	16%&6%[10 µM]	-267%[inhibitor]	-38%[inhibitor]	-165%[inhibitor]
KinaseGlo FLuc	-6%	?	-1%	-2%	-11%&-4%[7.66 µM]	1.6µM*	-1%	2%
HTT aggregate	18%	-8%	-15%	-16%	nt	-19%	11%	7.9µM*
SMN2 splice enh	7%	?	6%	-4%	-5%&-5%[9.22 µM]	nt	-7%	-102%[inhibitor]
IMPase Li cell	-9%[38.3 µM]	-5%[38.3 µM]	25%[38.3 µM]	9%[38.3 µM]	23%&13%	1%	5%	-6%
CBFb RUNX1 block	-3%	6%	-3%	-5%	0%&-8%[13.1 µM]	?	-5%	nt

SMN2 splice enh, hit marks shown above
| No. | compound | LMNA splice mod | HTT aggregate | SMN2 splice enh | IMPase Li cell | CBFb RUNX1 block |
| --- | --- | --- | --- | --- | --- | --- |
| 10 | COc1ccc(-c2noc(-c3ccc(Cl)cc3[N+](=O)[O-])n2)cc1OC | -22% | 5% | 25µM* | 9% | -6% |
| 19 | COc1ccc(-n2nc3cc(C)c(NC(=O)C(C)C)cc3n2)cc1 | -1% | -13% | 2.8µM* | 0%[38.3 µM] | 3% |
| 32 | CC(C)(C)NC(=S)NNC(=O)c1ccc2ncccc2c1 | nt | 8% | 14µM* | 4% | -4% |
